# FXIa inh 1536: human FXIa protease inhibitors, primary screen, biochemical, 1536-well. hit rate 0.14% among 220,000. Coagulation factor XI (Homo sapiens), P03951. inhibition, % at 5 µM. purified FXIa, Boc-Glu-Ala-Arg-AMC fluorogenic substrate. AID 798, 2007;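 active = inhibition of at least 40%; inactive = inhibition below 40%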;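 note: fluorescence of freed AMC excited at 355 nm; 0% = enzyme without compound and 100% = no enzyme blank; many of its hits are not listed in these tables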
# thrombin 1536: human alpha-thrombin inhibitors, primary screen, counter-screen for coagulation protease inhibitor project, biochemical, 1536-well, fluorogenic AMC substrate. AID 1046, 2008. Prothrombin (Homo sapiens), P00734. inhibition, % at 5 µM. Boc-VPR-AMC fluorogenic substrate cleavage. hit rate 0.26% among 220,000;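 active = inhibition at or above 40%; inactive = inhibition below 40%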;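 note: 0% = enzyme with no compound and 100% = wells without enzyme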
#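 System: human alpha-thrombin protein; Compound dosing: one concentration per compound, 5 µM, with 0.2% DMSO; Timing: reaction at room temperature; Technique: AMC fluorescence, 355/460 nm; Controls: enzyme without compound as high, wells lacking enzyme as low.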
# TNF necrop inh: inhibitors of TNF-alpha triggered necroptosis, primary screen, cell-based, Jurkat FADD-/-, single concentration; activation (protection from cell death), % at 10 µM; hit rate 0.068% among 220,000; AID 463075, 2010; Jurkat FADD-/- TNF necroptosis rescue, ATP luminescence, 24 h; 0 = TNF only, 100 = no-TNF cells;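 active = activation, meaning protection from cell death, of at least 50% relative to plate controls; inactive = activation below 50%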;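 note: necroptosis triggered by 40 ng/mL TNF-alpha added together with compound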
# Rad51 HR inh: human RAD51 strand exchange inhibitors, primary screen, biochemical, fluorescence | hRad51 DNA strand exchange, fluorescence dequenching | hit rate 0.085% among 200,000 | inhibition, % at 10 µM | DNA repair protein RAD51 homolog 1 (Homo sapiens), Q06609;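 active = inhibition above 40% at the single screening dose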;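 note: 0% = DMSO control wells and 100% = blanks with heterologous ssDNA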
# Target sequence (Q06609 whole entry, looked up): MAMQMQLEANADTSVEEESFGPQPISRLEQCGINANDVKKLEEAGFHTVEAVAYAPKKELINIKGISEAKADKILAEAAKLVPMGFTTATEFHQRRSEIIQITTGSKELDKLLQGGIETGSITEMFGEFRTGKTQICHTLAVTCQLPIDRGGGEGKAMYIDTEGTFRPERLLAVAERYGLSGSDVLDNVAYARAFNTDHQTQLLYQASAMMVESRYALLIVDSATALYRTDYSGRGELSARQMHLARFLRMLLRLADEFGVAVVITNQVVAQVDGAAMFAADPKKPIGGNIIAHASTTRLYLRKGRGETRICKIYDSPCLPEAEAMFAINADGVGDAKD
#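 Read-out basis: percent inhibition relative to plate controls and blanks / Assay system: human Rad51 nucleoprotein filaments preassembled on unlabelled ssDNA / Timing: filaments 15 min 37 °C, then compound 30 min / Control set: per-plate controls and blanks / Technique: fluorescence dequenching at 485/520 nm / Compound: 10 µM final, single point / Also added: Fluorescein- and BHQ1-tagged 47-mer duplex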
# FXIIa inh 1536: human FXIIa protease inhibitors, primary screen, biochemical, 1536-well | Coagulation factor XII (Homo sapiens), P00748 | purified FXIIa, Boc-QGR-AMC fluorogenic substrate, 2 h | hit rate 0.3% among 220,000 | inhibition, % at 5 µM; in the data active = inhibition above about 40%;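 note: 0% = enzyme with no compound and 100% = blank without enzyme; many of its hits are not listed in these tables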
# Target sequence (P00748 20-372 limits assumed): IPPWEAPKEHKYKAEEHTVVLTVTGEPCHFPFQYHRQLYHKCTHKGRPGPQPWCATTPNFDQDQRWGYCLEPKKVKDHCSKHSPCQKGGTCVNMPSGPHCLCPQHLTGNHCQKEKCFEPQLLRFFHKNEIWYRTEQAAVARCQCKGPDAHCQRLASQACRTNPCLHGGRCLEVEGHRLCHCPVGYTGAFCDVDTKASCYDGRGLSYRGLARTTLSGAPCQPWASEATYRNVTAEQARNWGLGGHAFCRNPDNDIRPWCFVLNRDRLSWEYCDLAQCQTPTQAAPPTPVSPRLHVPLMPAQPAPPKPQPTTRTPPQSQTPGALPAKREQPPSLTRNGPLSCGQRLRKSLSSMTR
# Target sequence (P00748 373-615 limits assumed): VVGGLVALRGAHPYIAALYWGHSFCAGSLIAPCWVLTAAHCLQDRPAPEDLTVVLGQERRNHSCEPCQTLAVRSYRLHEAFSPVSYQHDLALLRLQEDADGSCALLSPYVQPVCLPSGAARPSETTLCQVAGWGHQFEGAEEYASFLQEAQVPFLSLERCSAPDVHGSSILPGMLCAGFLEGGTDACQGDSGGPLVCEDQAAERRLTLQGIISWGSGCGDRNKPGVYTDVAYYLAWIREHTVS
# Hck Nef HTS: inhibitors of Nef-activated human Hck kinase, primary screen, biochemical, Z-Lyte FRET, 384-well, Hck-YEEI. Recombinant Hck-YEEI plus Nef, Z-Lyte FRET kinase assay. inhibition, % at 20 µM. hit rate 0.68% among 220,000. AID 463187, 2010;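 active = Hck-Nef kinase inhibition above about 50%, limit read from the data; inactive = inhibition below that limit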;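 note: 0% = DMSO with Hck plus Nef and 100% = Hck alone without Nef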
# KLK5 inh: human KLK5 protease inhibitors, primary screen, biochemical, 1536-well; Kallikrein-5 (Homo sapiens), Q9Y337; recombinant hK5, fluorogenic AMC substrate cleavage; inhibition, % at 5 µM; hit rate 0.59% among 210,000;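 active = inhibition of 40% or more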;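 note: 0% = enzyme controls without compound and 100% = no-enzyme blanks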
# L929 necroptosis: inhibitors of zVAD-triggered necroptosis, primary screen, L929 cells | viability rescue, % at 10 µM | hit rate 0.38% among 220,000 | L929 zVAD necroptosis rescue, ATP luminescence, 24 h; with zVAD 60 µM;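 active = activation, scaled between plate controls, above about 75%, limit read from the data; inactive = activation under that limit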;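 note: 0% = zVAD with DMSO and 100% = DMSO alone without zVAD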
# Cl transport mod: KCC2 cotransporter modulators, thallium flux, primary screen, cell-based, HEK293 KCC2, FluoZin-2 fluorescence, MLSMR; hit rate 2.2% among 190,000; AID 1456, 2008; B-score of Tl+ flux slope (higher = more flux/activation; lower = inhibition) at 10 µM; KCC2 cells, thallium flux FluoZin-2 fluorescence;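 active = thallium flux slope and its plate-corrected score both differing from the plate sample mean at a set confidence after two filtering rounds, in either direction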;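 note: slope of fluorescence scaled to starting intensity during 10 to 20 s after thallium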
# The depositor's hits bear a star; x = no result given. These rows are one share of the data. The share of hits here may be higher or lower than overall.
SMILES,FXIa inh 1536,thrombin 1536,TNF necrop inh,Rad51 HR inh,FXIIa inh 1536,Hck Nef HTS,KLK5 inh,L929 necroptosis,Cl transport mod
CCN(C(=O)COC(=O)c1ccccc1SCC(=O)NC1CCCCCCC1)C1CCS(=O)(=O)C1 (stereo unspecified),6,-4,2.7,-1,12,5,-8,0.5,-0.59
CCC(C)[C@H](NC(=O)Nc1cccc(OC)c1)C(=O)OC (stereo partly specified),19,1,-2.5,-1,27,0,-8,-0.4,2.4
Cc1nn(C)c(Oc2cccc(Cl)c2)c1C=O,5,3,-1.8,-5,26,0,-12,-0.2,x
COc1ccc(-c2c(-c3ccc(O)cc3O)n[nH]c2C(F)(F)F)cc1,-10,-4,1.1,16,2,13,12,1.7,-1
CC1CCc2c(sc3nc(C4CC4)nc(N4CCN(C(=O)c5ccco5)CC4)c23)C1 (stereo unspecified),x,x,-4.0,-5,x,7,x,-1.2,-0.13
COc1ccc2nc(C)cc(SCC(=O)N/N=C/c3cccc4ccccc34)c2c1,11,4,-11,-4,20,91*,2,1.6,-0.0009
O=C(NC1CC2CCCC(C1)N2Cc1cccs1)N1CCOCC1 (stereo unspecified),6,0,-3.6,-3,18,3,-7,0.1,1.9
Cc1cc(/C=N/NC(=O)c2cccc(N(C)C)c2)c(C)n1-c1cc(C(=O)O)cc(C(=O)O)c1,-3,3,0.7,4,6,-1,-15,2.9,0.79
O=C(Nc1ccc(Cl)c(C(F)(F)F)c1)c1ccco1,-3,-4,0.9,-1,0,1,9,0.4,-0.97
CC1CCC(NC(=O)CN2CCCN(Cc3ccc(F)cc3Cl)C2=O)CC1 (stereo unspecified),4,0,-2.9,4,10,0,2,0.0,-0.55
CC1(C)Cc2c(sc3ncnc(N)c23)CO1,-6,-8,-0.8,-6,8,1,16,-0.2,x
CC(C)=CCN1CCN(Cc2cn[nH]c2C2CCCCC2)CC1CCO (stereo unspecified),2,2,0.4,x,9,-1,4,-0.2,x
COC(=O)CCCn1c(C)cc(C(=O)CCl)c1C,4,-11,-6.6,-10,11,18,17,-1.7,0.87
Cc1ccc(OCC(=O)NCCc2c[nH]c3ccccc23)cc1,-8,-13,1.5,1,2,19,-6,4.0,-0.027
Cc1c(C=O)c2ccccn2c1C(=O)c1ccc(Cl)c([N+](=O)[O-])c1,-4,-8,0.0,6,0,14,-9,-0.7,0.15
CCn1c(CCNC(=O)c2cccs2)nnc1SCC(=O)c1ccc(OC)cc1,x,x,-1.2,4,x,0,x,-0.3,1.9
CC1CN(C(=O)/C=C/c2ccc3c(c2)OCO3)CC(C)O1 (stereo unspecified),2,1,-2.2,-1,17,-2,1,-0.3,0.096
Cc1ccc(-n2c(C)cc(C(=O)COc3c(CO)cc(F)cc3CO)c2C)cc1C,0,-4,-3.3,27,-1,-3,-8,0.1,0.26
CC(=O)c1cc2c(cc1NS(=O)(=O)c1ccccc1C)OCO2,-2,-4,1.0,15,3,15,1,5.6,0.45
O=[N+]([O-])c1c(C(Cl)Cl)nn(-c2ccccc2)c1N1CCCC1,4,-3,-2.0,0,23,0,-6,0.0,-0.92
Cc1cc(/C=N/n2cnnc2)c(C)n1-c1ccc(OCc2ccc(F)cc2)cc1,-9,3,-20,6,1,1,1,-0.3,-0.039
COc1ccccc1/C=N/NC(=O)CNC(=O)c1ccc(S(=O)(=O)N2CCCC2)cc1,-5,-7,2.0,-1,5,10,-8,0.0,0.71
Cc1ccc2[nH]c(C(=O)O)c(NC(=O)[C@@H]3C[C@@H]3c3ccccc3)c2c1,-3,-12,-0.8,x,2,16,-3,-0.3,0.76
Cc1[nH]c2ccccc2c1[C@H]1[C@@H](CC#N)C1(C)C,7,3,-0.9,1,12,-2,0,0.2,-0.24
Cn1c(-c2ccccc2)c[n+]2c1-c1ccccc1C2,-8,-10,-1.6,-46,7,1,-4,0.4,0.44
CC(=O)NC(Cc1ccccc1F)C(=O)NC1CCN(C(=O)c2cnccn2)CC1 (stereo unspecified),4,-11,0.1,0,16,-2,-22,0.0,-0.11
Cc1ccc(Cl)cc1N1CCN(C(=S)NCCc2ccccc2)CC1,1,0,-0.5,11,8,2,0,2.8,0.074
Cc1c(C)c(C)c(CN2CCCC2)c(C)c1C,-1,-4,7.2,15,3,4,-4,0.0,x
CCOC(=O)Cn1c(C)cc(=O)c2cccc(C)c21,3,1,0.0,0,20,9,-5,2.5,x
Cc1cc(Br)ccc1OCC(=O)N(Cc1nc(-c2ccccc2)no1)C(C)C,-6,3,-1.1,-11,14,8,-2,-0.9,x

# For reference, part of the list above.
SMILES,FXIa inh 1536,thrombin 1536,TNF necrop inh,Rad51 HR inh,FXIIa inh 1536,Hck Nef HTS,KLK5 inh,L929 necroptosis,Cl transport mod
Cc1ccc(Cl)cc1N1CCN(C(=S)NCCc2ccccc2)CC1,1,0,-0.5,11,8,2,0,2.8,0.074
Cc1c(C)c(C)c(CN2CCCC2)c(C)c1C,-1,-4,7.2,15,3,4,-4,0.0,x

# Additional compounds.
SMILES,FXIa inh 1536,thrombin 1536,TNF necrop inh,Rad51 HR inh,FXIIa inh 1536,Hck Nef HTS,KLK5 inh,L929 necroptosis,Cl transport mod
Cc1ccc(Cl)cc1-n1c(=O)cc(N2CCN(C(=O)c3ccco3)CC2)[nH]c1=O,3,0,-1.3,-4,8,9,-12,0.1,x
O=C(O)[C@H]1Cc2ccccc2CN1S(=O)(=O)c1ccc(F)cc1,-2,-4,2.3,x,4,28,-2,0.7,-0.0056
CN1C(=O)C2(c3ccccc31)c1c(oc3ccccc3c1=O)C(=O)N2CCCO (stereo unspecified),2,2,1.2,8,6,15,3,-0.1,0.51
Cc1cc([N+](=O)[O-])cc2c1NC(c1ccccn1)C1CC=CC21 (stereo unspecified),-2,-4,-0.6,x,7,34,x,0.7,-0.17
O=C(CSc1nnc(Cc2cc(=O)[nH]c(=O)[nH]2)n1-c1ccc(F)cc1)NC1CCCC1,-3,-7,1.1,3,7,0,-4,2.3,0.61
O=C(Cc1ccccc1)Nc1c2c(nn1-c1cccc(Cl)c1)CS(=O)(=O)C2,3,4,0.0,-4,16,0,1,-0.4,x
CCCc1cc(C(=O)Nc2sc3c(c2C(=O)OCC)CCCC3)no1,-2,-6,3.4,-3,7,15,-13,0.9,-0.13
O=C(NNC(=O)c1nn(-c2ccc(F)cc2)ccc1=O)c1ccc(C(F)(F)F)cc1,4,-2,4.2,14,1,1,7,0.2,0.64
S=C(Nc1ccc(Cl)c(Cl)c1)NC1CCN(Cc2ccccc2)CC1,5,1,-13,-2,11,0,-3,2.4,-2.1
COc1cc(C(=O)NNC(=S)NCc2ccco2)cc(OC)c1OC,-3,-3,0.7,0,5,14,3,17,-2.5
CCO[C@@H]1OC(C(=O)NCc2ccccc2)=C[C@H](C(C)(C)C)[C@H]1CCCO,3,1,3.7,0,9,26,2,0.8,-0.094
O=C(Nc1ccccc1N1CCOCC1)c1ccc(N2CCOCC2)c([N+](=O)[O-])c1,-1,6,-0.9,-10,8,4,-3,0.4,0.58
Cn1cnnc1SC1CCCCC1NS(=O)(=O)c1ccc(Cl)cc1 (stereo unspecified),6,1,0.3,-1,15,-6,-10,-0.7,0.027
CCc1ccccc1NC(=O)CSc1nnc(-c2ccco2)n1N,17,-8,-1.4,3,15,1,-15,-0.5,0.19
COc1ccc(-c2cc(C(=O)O)sc2C)cc1,-7,-3,-0.2,10,2,-11,-5,-0.6,0.48

# Six records drawn at random from those above:
SMILES,FXIa inh 1536,thrombin 1536,TNF necrop inh,Rad51 HR inh,FXIIa inh 1536,Hck Nef HTS,KLK5 inh,L929 necroptosis,Cl transport mod
O=C(Nc1ccccc1N1CCOCC1)c1ccc(N2CCOCC2)c([N+](=O)[O-])c1,-1,6,-0.9,-10,8,4,-3,0.4,0.58
COc1cc(C(=O)NNC(=S)NCc2ccco2)cc(OC)c1OC,-3,-3,0.7,0,5,14,3,17,-2.5
CCO[C@@H]1OC(C(=O)NCc2ccccc2)=C[C@H](C(C)(C)C)[C@H]1CCCO,3,1,3.7,0,9,26,2,0.8,-0.094
O=C(Cc1ccccc1)Nc1c2c(nn1-c1cccc(Cl)c1)CS(=O)(=O)C2,3,4,0.0,-4,16,0,1,-0.4,x
COc1ccc(-c2cc(C(=O)O)sc2C)cc1,-7,-3,-0.2,10,2,-11,-5,-0.6,0.48
Cn1cnnc1SC1CCCCC1NS(=O)(=O)c1ccc(Cl)cc1 (stereo unspecified),6,1,0.3,-1,15,-6,-10,-0.7,0.027

# (more compounds)
SMILES,FXIa inh 1536,thrombin 1536,TNF necrop inh,Rad51 HR inh,FXIIa inh 1536,Hck Nef HTS,KLK5 inh,L929 necroptosis,Cl transport mod
COc1ccccc1/C=C(\C#N)C(=O)Nc1ccc(S(N)(=O)=O)cc1,6,x,-1.7,-3,9,21,3,-0.1,2
O=C1CC(NCC2CCCO2)C(=O)N1c1ccc(F)cc1 (stereo unspecified),-4,5,-0.1,-88,2,-7,-8,0.9,0.7
COC(=O)c1c(C)[nH]c(C)c1-c1ccccc1Cl,-14,-4,-2.1,3,-1,2,10,0.6,-1.2
CCC(C)NC(=O)c1cc(Cl)ccc1OC (stereo unspecified),-3,-1,-0.5,-2,9,-20,-4,0.1,0.74
CCSc1nc(-c2ccccc2)c2cc(Cl)ccc2n1,2,-4,-0.2,x,6,2,-29,0.6,0.53
c1cncc(-c2nc3ccccn3c2Nc2ccc3c(c2)OCCO3)c1,-14,-8,-3.8,x,-3,0,-8,-0.4,x
Cc1ccc(S(=O)(=O)N(C(=O)c2ccncc2)c2ccc3oc4c(c3c2)CCCC4)cc1[N+](=O)[O-],0,-4,2.4,3,8,3,4,0.2,-0.25
CC(C)OC(=O)c1cccc(-c2ccc(C=O)o2)c1,-3,0,0.2,-7,9,12,-16,1.7,0.85
O=C(CNC(=S)N(CCCN1CCOCC1)Cc1cccs1)N1CCCCCC1,-2,-13,0.7,4,-6,16,-6,-0.4,0.54
O=c1c(Br)c(N2CCCCC2)cnn1-c1ccccc1,2,-14,-0.7,-10,12,23,-7,0.7,-0.0015
CC(C)c1[nH]nc2c1C1(CCN(Cc3ccccc3)CC1)C(C#N)=C(N)O2,-2,0,2.9,-3,7,1,-2,36,-0.34
